RSV antiviral HEp-2: RSV antiviral activity via CPE protection, HEp-2 cells, primary 10 µM value included (AID 2391). one-dose CPE inhibition, % at 10 µM; IC50 in µM for titrated hits. HEp-2 cells, RSV-induced CPE inhibition; higher % means a stronger effect. hit rate 0.13% among 310,000; in the data active = a potency from the dose series; inconclusive = CPE inhibition mostly from about 23% at the one dose, without a potency; inactive = the rest, 99 in 100 with CPE inhibition below about 21%; note: strong numbers were not always called active
NTR1 ag: agonists of NTR1, primary screen, imaging, U2OS cells, beta-arrestin-GFP, high content (AID 493036) | NTR1-U2OS beta-arrestin-GFP spot imaging, agonist mode | activation, % at 20 µM | hit rate 0.17% among 330,000;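 active = activation at or above 40% of the spot to cytoplasm intensity ratio, with at least 20 cells analyzed; inconclusive = wells under 20 cells, flagged as cytotoxic or low count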;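 note: 0% = DMSO without peptide and 100% = 100 nM NTR1 peptide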
Target sequence (P30989 whole entry, looked up): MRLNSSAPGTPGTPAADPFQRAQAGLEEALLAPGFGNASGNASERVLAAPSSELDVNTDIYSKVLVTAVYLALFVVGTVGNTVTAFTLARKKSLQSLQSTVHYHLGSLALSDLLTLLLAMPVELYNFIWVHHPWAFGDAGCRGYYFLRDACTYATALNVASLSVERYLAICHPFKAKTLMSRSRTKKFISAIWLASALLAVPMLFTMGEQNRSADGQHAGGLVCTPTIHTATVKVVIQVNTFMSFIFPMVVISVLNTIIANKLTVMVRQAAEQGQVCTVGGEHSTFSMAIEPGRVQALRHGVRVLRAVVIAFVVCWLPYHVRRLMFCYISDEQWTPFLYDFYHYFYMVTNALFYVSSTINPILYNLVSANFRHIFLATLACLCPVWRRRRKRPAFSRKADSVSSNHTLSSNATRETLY
SIAH1 antagonists: Siah-1 peptide-binding antagonists, primary screen, biochemical, fluorescence polarization, rhodamine-plectin, uHTS (AID 1817). E3 ubiquitin-protein ligase SIAH1 (Homo sapiens). Siah-1 / rhodamine-plectin peptide fluorescence polarization; higher % means a stronger effect. displacement, % at 20 µM, or IC50 in µM where a hit was titrated. hit rate 0.02% among 290,000;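 active = displacement of at least 50% at 20 µM, with a fluorescence ratio check between 0.3 and a set limit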;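 note: plate controls were Siah plus tracer with DMSO for no effect and tracer alone without Siah for full effect; strong numbers were not always called active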
NS5 inhibitors: Dengue-2 NS5 methyltransferase inhibitors, primary screen, biochemical, confirmation dose response (AID 588689); Genome polyprotein (Dengue virus type 2 (strain 16681-PDK53)); Dengue-2 NS5 methyltransferase capping enzyme assay, biochemical; higher % means a stronger effect; one-dose inhibition, % at 25 µM; IC50 in µM for titrated hits; hit rate 0.3% among 340,000; in the data active = a potency from the dose series; inconclusive = inhibition above about 29% without an active follow-up result
MgcRacGAP inhibition: MgcRacGAP GTPase-activating activity inhibitors, confirmation, biochemical, ADP Hunter fluorescence; hit rate 0.6% among 340,000; Rac GTPase-activating protein 1 (Homo sapiens); inhibition, % at 30 µM, or IC50 in µM where a hit was titrated; MgcRacGAP-stimulated Rac1 GTP hydrolysis, ADP Hunter fluorescence; higher % means a stronger effect; GST-tagged Rac1 F28L mutant substrate;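 active = first-screen hits whose inhibition reached a set limit at any dose in the follow-up dose series; inconclusive = inhibition above the set first-screen limit but never retested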;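 note: fluorescence reports GDP produced by GAP-driven GTP hydrolysis; strong numbers were not always called active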
Large T inhibition: SV40 large T antigen inhibitors, biochemical (AID 1903). SV40 large T antigen ATPase/helicase inhibition assay; higher % means a stronger effect. hit rate 0.39% among 310,000. inhibition, % at 20 µM, or IC50 in µM where a hit was titrated; in the data active = a potency from the dose series; inconclusive = inhibition mostly from about 32% at the one dose, without a potency; inactive = the rest, 99 in 100 with inhibition below about 32%; note: strong numbers were not always called active
AID2073: inhibitors of Mint1-CaV2.2 protein interaction, biochemical, HTRF (AID 2073). Voltage-dependent N-type calcium channel subunit alpha-1B (Homo sapiens). HTRF protein-protein interaction, Mint1-CaV2.2; higher % means a stronger effect. inhibition, % at 20 µM; hits with a dose series show IC50 in µM. hit rate 0.19% among 290,000; in the data active = inhibition mostly above about 51%, no sharp cut-off; inconclusive = no clear call, values can overlap the other calls; inactive = mostly below about 53%; note: some results filed as inactive read as strong as hits
K1F lysis inhibition: inhibition of K1F phage lysis, E. coli UTI89, bacterial capsule biogenesis inhibitors, alamar blue (AID 488966) | E. coli UTI89 K1F phage lysis, alamar blue, 2 h; higher % means a stronger effect | inhibition, % at 100 µM, or IC50 in µM where a hit was titrated | hit rate 0.02% among 340,000;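 active = phage lysis inhibition, versus mean bacterial control, above a set limit; inconclusive = no clear call, values can overlap the other calls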;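 note: capsule biogenesis inhibitors block K1F phage lysis so surviving cells raise fluorescence; higher fluorescence means more inhibition of phage lysis; actives were called in the ten point dose series up to 300 µM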
West Nile virus CPE: West Nile virus antiviral activity, cell-based, CPE readout (AID 1621); CPE inhibition, % at 10 µM, or IC50 in µM where a hit was titrated; West Nile virus-infected cells, CPE inhibition; higher % means a stronger effect; hit rate 0.02% among 290,000; in the data active = a potency from the dose series; inconclusive = CPE inhibition mostly from about 3.7% at the one dose, without a potency; inactive = the rest, 99 in 100 with CPE inhibition below about 2.2%; note: strong numbers were not always called active
NTR1 ag cell count 20 µM: recorded beside NTR1 ag, whose call it bears; cell count; measured here: cell count, cytotoxicity flag
NS5 inhibitors pilot replicate: also measured in NS5 inhibitors; calls as there; inhibition, %; measured here: pilot screen replicate inhibition
An asterisk follows results filed as active; ? = inconclusive; nt = not tested or not shown; [ ] = remark or other dose.

SMILES | RSV antiviral HEp-2 | NTR1 ag | NTR1 ag cell count 20 µM | SIAH1 antagonists | NS5 inhibitors | MgcRacGAP inhibition | Large T inhibition | AID2073 | K1F lysis inhibition | West Nile virus CPE | others
O=C(NCC1CCCN(Cc2cccc(OCCO)c2)C1)c1ccc(F)cc1 (stereo unspecified) | -0.5% | 0.4 | 78 | -7.6% | 0.6% | 7.5% | 8.9% | -0.9% | 0.1% | 0.2%
CCOc1ccc2nc(NC(=O)CSc3nc4c(c(=O)n(C)c(=O)n4C)n3C(C)C)sc2c1 | 13.2% | 17.0 | 49 | 3.7% | 0.0% | 3.8% | 11.3% | 1.6% | 0.0% | nt
Cc1ccc(SCC(=O)Nc2c(Br)cnn2C)cc1 | 5.3% | 3.5 | 58 | 6.8% | 11.6% | 3.4% | 3.4% | -2.8% | 0.9% | -0.3%
NS(=O)(=O)c1cc(C2(O)NC(=O)c3ccccc32)ccc1Cl (stereo unspecified) | 0.3% | -0.7 | 78 | 1.9% | -7.3% | 2.3% | -3.3% | 0.7% | 0.1% | 0.2%
CC(O)[C@@H](NC(=O)C1CCC(CNC(=O)[C@H](Cc2ccccc2)NC(=O)OC(C)(C)C)CC1)C(=O)O (stereo partly specified) | 1.1% | -1.6 | 102 | -2.7% | -0.3% | 8.0% | 6.3% | -1.6% | 0.1% | 0.5%
COc1ccccc1NC(=S)N(Cc1ccccc1)Cc1ccccn1 | 0.7% | 1.2 | 43 | 3.1% | -1.9% | 4.2% | 1.3% | -9.2% | 0.3% | -1.6%
CN(Cc1cccs1)C(=O)C1CCN(S(=O)(=O)c2ccccc2)CC1 | 0.9% | 1.7 | 56 | nt | -7.1% | 4.9% | nt | nt | 0.7%[50 µM] | nt
CCc1ccc(OCC(=O)Nc2ccc(-c3cc4ccccc4oc3=O)c(OC)c2)cc1 | 3.6% | 2.3 | 38 | 5.9% | -3.2% | 6.5% | -2.2% | 29.2% | 1.3%[50 µM] | -0.8%
CC(=O)Nc1ccc(S(=O)(=O)NCc2cn3c(C)csc3n2)cc1 | 0.4% | -0.6 | 49 | -0.7% | -3.5% | 6.7% | 1.2% | -5.4% | 0.0% | 0.0%
CC(C)CN(C(=O)COC(=O)c1ccc(Br)o1)c1c(N)n(Cc2ccccc2)c(=O)[nH]c1=O | -1.8% | 1.2 | 68 | nt | -2.9% | 1.9% | 2.9% | nt | 0.7%[50 µM] | nt
Cc1cc(C)cc(NC(=O)C2CCCN(S(=O)(=O)c3ccc4[nH]c(=O)ccc4c3)C2)c1 (stereo unspecified) | 0.5% | -0.4 | 64 | 3.0% | -2.2% | -0.5% | nt | -2.4% | -4.2% | -0.8%
Cc1ccc([C@@H]2CC=C(C(=O)O)[C@H](c3ccc(Br)cc3)N2S(=O)(=O)c2ccc(C)cc2)cc1 | nt | 5.0 | 50 | nt | 42.5µM* | -7.8% | nt | nt | -0.4% | nt
OCCC1CN(Cc2cccn2-c2nccs2)CCN1Cc1ccccc1 (stereo unspecified) | -1.0% | 1.5 | 49 | 4.4% | -19.3% | -6.1% | 22.6% | -0.1% | 0.7%[50 µM] | 0.0%
COc1ccc(C(=O)NNC(=O)c2cc(C)[nH]n2)cc1 | 4.8% | 2.4 | 36 | 3.9% | -0.8% | 4.4% | 3.7% | -0.8% | 1.1% | 0.7%
COc1ccc(NS(=O)(=O)c2ccc(SC)cc2)c(OC)c1 | nt | -0.2 | 81 | 0.7% | 0.0% | 7.6% | 0.3% | -2.3% | 4.6% | -0.8%

The list goes on; the last two above are carried over.
SMILES | RSV antiviral HEp-2 | NTR1 ag | NTR1 ag cell count 20 µM | SIAH1 antagonists | NS5 inhibitors | MgcRacGAP inhibition | Large T inhibition | AID2073 | K1F lysis inhibition | West Nile virus CPE | others
COc1ccc(C(=O)NNC(=O)c2cc(C)[nH]n2)cc1 | 4.8% | 2.4 | 36 | 3.9% | -0.8% | 4.4% | 3.7% | -0.8% | 1.1% | 0.7%
COc1ccc(NS(=O)(=O)c2ccc(SC)cc2)c(OC)c1 | nt | -0.2 | 81 | 0.7% | 0.0% | 7.6% | 0.3% | -2.3% | 4.6% | -0.8%
COc1cc2nc(CSc3nc(-c4ccc(F)cc4)cs3)[nH]c(=O)c2cc1OC | 5.7% | 3.7 | 58 | 0.0% | -0.7% | 7.5% | 3.7% | 11.2% | 0.0% | -0.5%
CCOC(=O)c1cc2c(ccc3ccccc32)oc1=O | 3.1% | 1.8 | 35 | -1.3% | -16.4% | 11.4% | nt | 36.6% | -0.1% | -0.2%
CCOC(=O)N1CCN(C(=O)CSc2nnc(Cc3cccn3C)n2CCc2ccccc2)CC1 | -0.7% | 0.1 | 76 | -0.3% | 0.0% | 3.0% | 12.5% | -7.7% | 6.6% | 0.1%
COc1ccccc1CNC(=O)CSc1ccc(-c2cccc([N+](=O)[O-])c2)nn1 | 2.4% | 0.8 | 38 | 0.9% | -2.9% | 9.3% | 5.4% | -2.4% | 0.0% | -0.9%
Cc1snc(SCC(=O)c2ccc(F)cc2)c1C#N | 4.9% | 1.2 | 39 | -4.6% | 2.2% | 11.6% | 2.3% | -0.8% | -0.6% | nt
CC(=O)c1c(C)[nH]c(C(=O)CN2C(=O)NC(CCc3ccccc3)C2=O)c1C (stereo unspecified) | 0.9% | 0.8 | 64 | 0.5% | 2.3% | 0.9% | 6.5% | -11.6% | 0.2% | -0.6%
Cc1ccc(S(=O)(=O)Nc2c(C)n(C)n(-c3ccccc3)c2=O)c(C)c1 | 2.4% | 0.9 | 62 | 5.5% | 6.2% | 8.2% | 4.5% | 9.2% | 0.5% | -0.3%
COc1ccc(CNC(=O)C2CCN(S(=O)(=O)c3ccc(-c4nn[nH]n4)cc3)CC2)cc1 | 1.2% | -0.8 | 38 | 7.5% | 3.2% | 10.2% | 10.8% | 2.6% | 0.1% | 0.1%
OC(CNCc1ccco1)Cn1c2ccc(Br)cc2c2cc(Br)ccc21 (stereo unspecified) | -1.0% | 15.6 | 38 | -2.7% | 0.0% | 6.0% | 12.1% | 15.4% | -0.8%[50 µM] | ?
O=C(CSc1ncn[nH]1)NCCCc1ccccc1 | 1.0% | -0.6 | 53 | 4.8% | -2.1% | 5.3% | 10.2% | -2.5% | 1.3%[50 µM] | 0.5%
COc1ccc(C2=NO[C@@H]3C(=O)N(Cc4ccccc4)C(=O)[C@H]23)c(OC)c1 | 2.1% | 0.3 | 61 | -1.2% | nt | nt | 26.8% | -10.2% | nt | 0.2%
C[C@H]1COC(=O)[C@H](Cc2ccc(F)cc2)CC/C=C/C[C@@H](CC(=O)N(CCO)Cc2ccccc2)C(=O)N1 | nt | 0.0 | 62 | nt | -6.3% | 8.5% | nt | nt | 0.1% | nt | NS5 inhibitors pilot replicate=-3.9
Cc1nc2ncnn2c(N2CCCC(C(=O)Nc3ccccc3Br)C2)c1C (stereo unspecified) | 19.9% | 0.4 | 50 | -4.9% | -0.7% | 1.8% | 3.2% | -3.2% | 0.0% | -1.5%
Clc1ccc2nc(CSc3nnc4ccccn34)cn2c1 | 0.0% | -0.3 | 59 | -1.2% | -11.7% | 3.3% | 0.8% | -16.5% | 0.3% | 0.0%
CC(C)(C)c1ccc(NS(=O)(=O)c2ccc(N)cc2)cc1 | 4.8% | 1.3 | 82 | 5.4% | -5.2% | 10.0% | 2.9% | 1.6% | 0.1% | -1.3%
Cc1ccccc1C(C(=O)NC1CCCCC1)N(C(=O)c1ccccn1)c1cccnc1 (stereo unspecified) | 0.4% | 1.0 | 58 | 0.8% | 6.0% | 2.2% | 2.4% | 10.9% | 0.2% | -0.6%
Cc1ccc(C(=O)N=c2sccn2C)cc1S(=O)(=O)N1CCOCC1 | -1.9% | 0.2 | 66 | nt | -5.9% | 13.8% | 5.2% | nt | 1.1%[50 µM] | nt
COc1ccc(CN2CCN(S(=O)(=O)c3ccccc3)CC2)cc1Br | 12.9% | 3.0 | 82 | 6.1% | 2.0% | ? | -2.5% | -4.8% | 1.1% | -1.0%
Cc1nc2ncnn2c(C)c1CCC(=O)N1CCN(c2ccccn2)CC1 | -2.1% | -0.3 | 84 | 1.7% | -2.9% | 5.2% | -5.2% | -1.7% | 0.1% | 0.3%
CCN(CC(=O)Nc1c(F)cccc1F)C(=O)CCc1nc2ccccc2c(=O)[nH]1 | -0.4% | -0.6 | 72 | nt | -3.7% | 4.7% | 9.9% | nt | 0.7%[50 µM] | nt
Cc1nn(CC#N)c(=O)n1-c1ccc(F)cc1 | 1.3% | 0.4 | 51 | 3.6% | 0.8% | 11.5% | 9.4% | 6.1% | 2.0% | 0.1%
C=Cc1ccc(Cn2nc(-c3ccc(C)cc3)ccc2=O)cc1 | 2.8% | 3.5 | 89 | -1.7% | -3.3% | 7.5% | 21.4% | 13.8% | 0.3% | -1.2%
CN1CCCN(Cc2nc(-c3ccc(Cl)cc3)no2)CC1 | -2.3% | 0.4 | 52 | 17.3% | -4.6% | -2.6% | 4.8% | -1.2% | 0.2% | 0.0%
COc1ccccc1-n1cnc2cc(NCc3ccco3)ccc21 | -1.4% | nt | nt | 0.0% | 4.0% | 5.0% | -2.3% | 0.3% | 3.0% | 1.7%
CC(C)C[C@@H](C(=O)NC1CCN(Cc2ccccc2)CC1)N1C(=O)N2CCc3c([nH]c4ccccc34)[C@@]2(C)C1=O | 5.9% | 3.3 | 81 | -7.7% | -4.3% | 4.8% | 5.3% | 12.7% | 3.7% | ?
COc1ccc(N2C(=O)CC(N3CCC(C(N)=O)CC3)C2=O)cc1 (stereo unspecified) | 0.2% | 2.7 | 56 | 4.0% | -0.8% | 11.8% | -2.0% | 0.0% | -1.3% | 0.3%
COc1ccc(S(=O)(=O)NN=C2CCCC2)cc1 | -0.3% | 0.2 | 53 | 5.2% | -3.3% | 12.8% | 13.6% | -7.0% | -1.1% | -0.6%
CCOc1ccc2oc(C(=O)OCC(=O)N3CC(C)OC(C)C3)c(C)c2c1 (stereo unspecified) | 2.1% | 0.4 | 46 | nt | -11.9% | -0.3% | nt | nt | 0.6%[50 µM] | nt
CCn1c(COc2ccc(Cl)cc2)nnc1SCc1nc2ccccc2[nH]1 | nt | 3.0 | 72 | 0.1% | -6.4% | 1.9% | 8.9% | -17.6% | 1.9% | 0.3%
CCCc1nn2c(=O)cc(CSCC(=O)Nc3nnc(CC)s3)nc2s1 | nt | -0.8 | 55 | -2.6% | 27.5% | 2.3% | 1.1% | 10.3% | 0.1% | 0.0%

Outcome played no part in choosing rows. About 1.6% of those tested had a hit in this group.
